# SRC1 inh: inhibits human SRC1 coactivator; Q15788; HEK293 GAL4-SRC1 luciferase reporter, luminescence; inhibition, % at 3.6 µM; 360,000 compounds, 0.12% hits; AID 588354;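 active means inhibition above the campaign mean plus 3 SD, with each screening campaign given its own cutoff, cut at about 60% in these data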;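 further: 0% = DMSO treated cells and 100% = gossypol at 36 µM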
# NOD2-RIPK2 inh: inhibitors of human NOD2-RIPK2 interaction; O43353; 360,000 compounds, 0.38% hits; CHO BLA complementation NOD2-RIPK2, CCF4 ratio; AID 624267; inhibition, % at 4.98 µM; in the data active means inhibition above about 21%;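 further: 0% = vehicle only and 100% = reference blocker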
# Target sequence (O43353 whole entry, looked up): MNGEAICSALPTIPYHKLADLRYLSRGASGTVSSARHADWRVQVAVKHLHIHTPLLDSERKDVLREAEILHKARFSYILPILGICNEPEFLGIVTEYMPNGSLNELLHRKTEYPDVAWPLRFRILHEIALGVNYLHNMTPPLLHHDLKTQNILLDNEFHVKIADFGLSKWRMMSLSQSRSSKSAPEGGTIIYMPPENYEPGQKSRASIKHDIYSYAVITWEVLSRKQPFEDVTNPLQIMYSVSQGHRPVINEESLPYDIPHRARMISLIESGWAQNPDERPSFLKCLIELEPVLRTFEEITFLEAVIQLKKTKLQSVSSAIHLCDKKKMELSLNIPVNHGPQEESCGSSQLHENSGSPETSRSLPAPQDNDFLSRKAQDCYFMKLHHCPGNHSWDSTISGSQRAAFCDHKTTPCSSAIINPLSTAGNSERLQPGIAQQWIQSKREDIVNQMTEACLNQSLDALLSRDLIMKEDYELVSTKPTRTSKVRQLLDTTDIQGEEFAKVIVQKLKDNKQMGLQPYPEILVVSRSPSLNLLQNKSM
# TLR9-MyD88 block: inhibitors of human TLR9-MyD88 binding; inhibition, % at 4.98 µM; 340,000 compounds, 0.21% hits; CHO BLA complementation TLR9-MyD88, CCF4 FRET ratio; Q9NR96+Q99836; AID 504734;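 active means inhibition above the mean over all tested compounds plus 3 SD, cut at about 21% in these data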;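 further: 0% = DMSO only wells and 100% = clavulanate BLA inhibitor control wells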
# EBV LMP1 NFkB: Epstein-Barr LMP1 NF-kappaB reporter inhibition; inhibition, % at 12.5 µM; AID 504558; 350,000 compounds, 0.69% hits; LMP1-induced NF-kappaB luciferase reporter cells, luminescence; in the data active means inhibition above about 41%;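 further: 0% = neutral control wells and 100% = reference inhibitor control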
# SRC2 inh: inhibits human steroid receptor coactivator 2. Q15596. HEK293 GAL4-SRC2 luciferase reporter, luminescence. AID 651957. inhibition, % at 9 µM. 370,000 compounds, 0.17% hits;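 active means inhibition above the mean inhibition of all tested compounds plus 3 SD, set per campaign, cut at about 52% in these data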;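 further: 0% = DMSO treated cells and 100% = cells given Gossypol at 36 µM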
# TROY signal inh: blocks TROY-dependent signaling in reporter cells; inhibition, % at 10 µM; AID 1347056; 360,000 compounds, 0.98% hits; Q293 LMP1-TROYcd NF-kB luciferase reporter, 4 h;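 active means compounds whose plate-normalised and pattern-corrected inhibition of the luciferase reporter signal at the single screening dose is 50% or more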
# C8 TRAIL sens: sensitizes caspase-8 expressing cells to TRAIL | inhibition (viability loss, TRAIL sensitization), % at 10 µM | 360,000 compounds, 1% hits | NB7+C8 cells + TRAIL, ATPlite viability luminescence | AID 624354;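 active means compounds causing at least 50% loss of cell viability in the single-dose screen, relative to plate controls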
# NR2F2 inh: inhibitors of human COUP-TFII (NR2F2); P24468; HEK293T NGFI-A luciferase reporter, luminescence; inhibition, % at 8.6 µM; 370,000 compounds, 0.7% hits;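 active means inhibition above a per-plate cutoff, mean inhibition of test wells between control levels plus 3 SD, cut at about 38% in these data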;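 further: cells cotransfected with COUP-TFII expression vector driving the NGFI-A reporter; 0% = median of COUP-TF2 test wells and 100% = reporter-only cells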
# SRC3 inh: inhibitors of human steroid receptor coactivator 3 (SRC3) | HEK293 GAL4-SRC3 luciferase reporter, luminescence | inhibition, % at 3.6 µM | 360,000 compounds, 0.17% hits | AID 588352;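 active means inhibition above a per-campaign cutoff, the mean of all compounds plus 3 SD, cut at about 60% in these data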;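 further: 0% = DMSO-treated cells and 100% = gossypol-treated cells at 36 µM; higher means less SRC3-driven luciferase light from the GAL4 reporter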
# TWEAK Fn14 block: TWEAK-Fn14 signaling inhibition | TWEAK-stimulated Fn14 reporter cells, luciferase luminescence, 8 h | inhibition, % at 10 µM | 360,000 compounds, 2% hits | AID 1159606; in the data active means inhibition above about 50%
# NR5A2 inv ag: NR5A2 inverse agonism in reporter assay | AID 602396 | HEK293T StAR-luciferase reporter, LRH-1 transfected, 24 h | 360,000 compounds, 0.13% hits | inhibition, % at 3.6 µM;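 active means inhibition above the mean inhibition of all tested compounds plus 3 SD, cut at about 73% in these data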;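 further: 0% = DMSO wells and 100% = reporter-only cells lacking LRH-1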
# Target sequence (O00482 whole entry, looked up): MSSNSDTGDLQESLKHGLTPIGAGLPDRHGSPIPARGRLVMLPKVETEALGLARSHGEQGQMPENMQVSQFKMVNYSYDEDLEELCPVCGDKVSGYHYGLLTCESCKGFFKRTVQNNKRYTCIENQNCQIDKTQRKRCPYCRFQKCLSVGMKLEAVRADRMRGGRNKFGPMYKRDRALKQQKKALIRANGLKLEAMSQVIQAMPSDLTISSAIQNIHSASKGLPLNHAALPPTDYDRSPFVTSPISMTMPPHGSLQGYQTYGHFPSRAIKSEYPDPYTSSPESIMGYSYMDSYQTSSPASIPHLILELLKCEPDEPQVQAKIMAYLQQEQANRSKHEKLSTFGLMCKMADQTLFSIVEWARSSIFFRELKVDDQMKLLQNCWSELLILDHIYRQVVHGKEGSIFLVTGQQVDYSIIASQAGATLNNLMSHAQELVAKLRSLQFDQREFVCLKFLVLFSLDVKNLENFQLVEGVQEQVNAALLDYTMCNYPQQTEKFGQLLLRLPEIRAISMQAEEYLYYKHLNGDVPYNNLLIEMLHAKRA
# An asterisk follows results filed as active; x = no result given.
SMILES,SRC1 inh,NOD2-RIPK2 inh,TLR9-MyD88 block,EBV LMP1 NFkB,SRC2 inh,TROY signal inh,C8 TRAIL sens,NR2F2 inh,SRC3 inh,TWEAK Fn14 block,NR5A2 inv ag
COc1cccc(C(=O)Nc2cccc(S(=O)(=O)NC3=NCCC3)c2)c1,-28,-5,-8,2,17,-16,9,21,4,-4,7
CN1C(=O)CSc2ccc(NC(=O)N3CCN(c4ccccn4)CC3)cc21,-8,-7,-6,-10,-51,13,6,-55,-2,33,-4
CCOC(=O)c1sc(NC(=O)Nc2ccc(Cl)cc2)nc1C,-56,-3,2,-28,-28,-15,2,-24,-29,36,-33
CCN(C(=O)CSc1nnc(-c2ccco2)n1C)c1c(N)n(Cc2ccccc2)c(=O)[nH]c1=O,-12,0,-1,0,-4,-3,-1,3,11,-14,-2
COc1ccc(NC(=O)CSc2nncn2N)c(OC)c1,-17,1,-1,8,0,1,-4,3,-4,-4,-2
COC(=O)CSc1nnc(CNC(=O)c2cccc(C)c2)n1-c1ccccc1OC,5,0,-9,5,8,15,1,8,8,-26,26
C/C(=N\NC(=S)Nc1ccc(F)cc1)c1ccc2c(c1)OCCO2,-3,1,9,-24,-14,3,-3,6,13,24,-2
COc1ccc(NC(=O)C(=S)N2CCCC2)cc1,-22,-2,-7,-8,-8,-14,-4,-33,-14,-2,-19
Cc1nn(CCC(=O)O)c(C)c1C,9,-1,-7,1,-8,2,-5,3,11,7,-39
Cc1ccc(S(=O)(=O)NCCC(=O)NCCCSc2ccccc2)cc1,-3,-25,-4,-6,-35,-25,2,-12,15,4,23
O=[N+]([O-])c1ccc(O)c(C=Nc2ccc3c(c2)OCCO3)c1,-34,4,2,14,-10,56*,-3,-16,-3,67*,-15
O=C(O)C1CCN(c2ccccc2[N+](=O)[O-])CC1,10,-13,-4,-2,-40,18,11,7,9,18,8
O=C(NCCC(NS(=O)(=O)OCC(Cl)(Cl)Cl)c1ccccc1)C(F)(F)F (stereo unspecified),-3,1,-6,-8,-56,-4,2,-16,-6,3,-5
COC(=O)CNC(=O)c1ccccc1F,5,1,4,-2,-7,8,5,10,24,24,22
Cc1cc(O)c(C(C)C)cc1N=Nc1ccccc1C(=O)O,-17,7,8,4,-30,16,11,-13,8,-6,21
CNC(=O)NNC(=O)c1nc(-c2ccccc2)c(C)o1,12,-5,x,x,6,-7,-5,8,17,13,22
COc1ccc(-c2nnn(CC(=O)N(CCO)C(C(=O)NC3CCCC3)c3ccc(F)cc3)n2)cc1 (stereo unspecified),6,3,11,6,16,-5,-5,1,-2,21,-2
CN(C(=O)Nc1ccc(Cl)c(Cl)c1)c1ccccc1C(=O)O,-14,-20,7,8,-24,-5,5,0,13,1,9
O=C(CCc1nc(-c2ccccc2)no1)Nc1cccnc1,4,-2,2,3,-3,-31,4,-7,12,-8,-4
CC(=O)NC(c1ccc(C)cc1)c1cc([N+](=O)[O-])c2cccnc2c1O (stereo unspecified),11,-5,-1,26,13,12,41,15,23,5,-13
CCN(CC)CCN1C(=O)C(O)=C(C(=O)c2ccco2)C1c1ccccn1 (stereo unspecified),-12,10,2,2,-3,-7,-3,9,-5,1,16
CSc1nc(N2CCOCC2)c2c3c(sc2n1)CCC3,-11,3,-1,7,-22,-23,-6,-1,15,-4,4
O=C(Nc1nnc2n1CCS2)c1ccc(Br)o1,-41,0,-5,-4,-6,5,6,7,-8,1,10
COc1cc(C(O)c2nc(-c3cccc(C#N)c3)cs2)ccc1F (stereo unspecified),-11,0,x,x,-7,-12,0,18,-7,0,-3
Nc1nnc2c(n1)CCCC2,-11,-4,2,-1,2,4,-16,-1,12,10,3
Cc1ccc(/C=C/c2nnc(-c3cccs3)o2)cc1,-75,-7,-49,-9,-21,-23,21,-58,-55,27,-126
COc1ccc2c(c1OC)C(=O)OC2Nc1ccccc1S(=O)(=O)C(F)F (stereo unspecified),-3,-5,8,0,-32,-7,-24,-23,-5,-3,14
CC(C)c1ccc(NC(=O)C2(C)Cc3c(-c4ccc(C(N)=O)cc4)ccnc3O2)cc1 (stereo unspecified),6,1,x,x,-19,-34,-12,-8,-6,-202,-15
Cc1c(Cl)cccc1NC(=O)c1cccnc1,13,0,-12,0,23,4,-5,5,0,23,-6
C=C1CCN([C@@H](CC(C)C)C(=O)NN2CCOCC2)S(=O)(=O)c2ccccc21,-3,4,-4,-5,0,8,-8,-22,1,6,-18
CCOC(=O)C1CCCN(S(=O)(=O)CCNC(=O)c2ccc3c(c2)OCO3)C1 (stereo unspecified),-3,-9,2,1,-8,-6,8,-11,-23,-4,11
O=C(CSc1nnc(-c2cccnc2)o1)Nc1nccs1,-5,0,0,-6,-36,-24,10,-12,-20,-13,-31
CCCn1c(=O)c(C(=O)NNC(=O)c2ccc(Cl)cc2Cl)c(O)c2ccccc21,4,-1,4,4,-22,11,23,-6,-1,-19,5
C(=C\c1ccccc1)/CN1CCN(C(c2cc3ccccc3o2)c2nnnn2Cc2ccccc2)CC1 (stereo unspecified),-14,1,x,x,-7,2,-2,-1,-4,17,-2
COc1cccc(-c2nc(CS(=O)CC(=O)NC3CCCCC3)c(C)o2)c1 (stereo unspecified),8,-21,3,-6,9,-9,-3,14,4,-6,19
Cc1ccc(-c2noc(CCC(=O)NCC3CCN(Cc4cccc(C)c4)CC3)n2)cc1,9,-1,3,5,-6,16,11,-1,7,15,6
Cc1ccc(NC(=S)Nc2ccccn2)cc1C,-88,2,x,-32,-55,-42,10,-56,-41,32,-81
O=C(CCc1nnc(CCCc2ccccc2)o1)NCCc1ccccc1,-23,9,5,-1,-23,-22,0,-30,6,-17,-26
CCC(=O)N1CCc2cc(S(=O)(=O)NC(CC(C)C)C(=O)N3CCc4ccccc43)ccc21 (stereo unspecified),-5,-10,-10,-15,-2,-10,5,8,8,17,1
COc1ccc(Nc2nc(N)nc(CSC(=S)N3CCC(C)CC3)n2)cc1,-6,0,1,-4,-60,-28,-3,-13,-6,10,8
COc1cccc(CN(C)C(=O)c2sccc2-c2ccccc2)c1OC,2,-6,-3,3,21,-2,31,17,5,-8,-2
Cc1nc(C(=O)Nc2ccc(Cl)cc2)nn1-c1ccc([N+](=O)[O-])cc1,-4,0,1,6,-7,-6,-13,-7,1,-10,4
Cc1ccc(-c2csc(N3CCN(c4ccc5nc(-c6ccncc6)n(CCN6CCCCC6)c5c4)CC3)n2)cc1,-4,0,0,5,x,23,5,x,7,-22,13
COc1ccc(CNC(=O)c2cc(C(C)=O)c[nH]2)cc1,-3,9,10,0,-22,-8,-17,0,4,11,-3
OCCNCCCCOc1cccc(Br)c1,4,-3,1,0,-14,7,4,-8,5,8,-9
COC(=O)[C@@H]1CCCN1Cc1c(C(=O)N2CCCCC2)nc2c(C)cccn12,-10,0,-7,-1,-22,22,-1,-4,10,-2,19
O=C(Nc1ccc(NC(=O)c2ccco2)c(Cl)c1)c1cccc([N+](=O)[O-])c1,0,2,8,-8,-30,2,0,4,4,-15,-2
COc1ccc(CCNc2ccncn2)cc1OC,-7,-10,-6,-11,8,-15,-3,-6,-30,1,10
CS(=O)(=O)N(CC(=O)N/N=C/c1ccco1)c1ccccc1Br,-14,-3,2,0,20,-2,-13,3,12,-1,12
CN=C1N(C)C[C@@H]2[C@@H]3C(=O)N(Cc4ccccc4)C(=O)[C@@H]3[C@](Cc3ccccc3)(C(=O)OC)N12,-22,-4,-4,-2,0,2,-10,-13,5,25,29

# Three entries already listed, sorted by number of heavy atoms, largest number first.
SMILES,SRC1 inh,NOD2-RIPK2 inh,TLR9-MyD88 block,EBV LMP1 NFkB,SRC2 inh,TROY signal inh,C8 TRAIL sens,NR2F2 inh,SRC3 inh,TWEAK Fn14 block,NR5A2 inv ag
Cc1ccc(-c2csc(N3CCN(c4ccc5nc(-c6ccncc6)n(CCN6CCCCC6)c5c4)CC3)n2)cc1,-4,0,0,5,x,23,5,x,7,-22,13
Cc1nc(C(=O)Nc2ccc(Cl)cc2)nn1-c1ccc([N+](=O)[O-])cc1,-4,0,1,6,-7,-6,-13,-7,1,-10,4
OCCNCCCCOc1cccc(Br)c1,4,-3,1,0,-14,7,4,-8,5,8,-9

# Structures listed above printed as active in TWEAK Fn14 block.
SMILES	SRC1 inh	NOD2-RIPK2 inh	TLR9-MyD88 block	EBV LMP1 NFkB	SRC2 inh	NR2F2 inh	SRC3 inh	TWEAK Fn14 block	NR5A2 inv ag
O=[N+]([O-])c1ccc(O)c(C=Nc2ccc3c(c2)OCCO3)c1	-34	4	2	14	-10	-16	-3	67*	-15

# Next records.
SMILES,SRC1 inh,NOD2-RIPK2 inh,TLR9-MyD88 block,EBV LMP1 NFkB,SRC2 inh,TROY signal inh,C8 TRAIL sens,NR2F2 inh,SRC3 inh,TWEAK Fn14 block,NR5A2 inv ag
CC(=O)Nc1ccc(N2CCN(C(=O)c3cccs3)CC2)cc1,-8,1,-6,-1,10,8,-15,6,-23,-17,-9
O=[N+]([O-])c1ccc(OCC2CC(c3ccccc3)=NO2)cc1 (stereo unspecified),-12,6,6,6,2,-30,8,-10,-9,-34,4
CC(Sc1nncn1C)C(=O)Nc1ccc2ccccc2c1 (stereo unspecified),-22,-12,-5,3,-32,-27,-2,12,-9,-8,-7
Cc1csc(SCCN2C(=O)c3ccccc3C2=O)n1,-99,-1,0,-13,-80,-17,-1,-24,-42,-27,-74
O=C(O)C1CC(=O)n2c(nc3ccccc32)S1 (stereo unspecified),-17,5,9,0,-11,10,2,5,-5,-18,5
CNC(=O)c1cccc2nc3ccccc3nc12,7,-18,x,-11,-8,-24,-5,-14,12,9,7
O=S(=O)(c1ccc(NC(=S)N/N=C/c2ccc(Oc3ccccc3)cc2)cc1)N1CCOCC1,17,-6,8,-8,-32,-10,15,0,20,12,14
CCOC(=O)CNC(=O)c1sc2nc(C)cc(C)c2c1N,-5,-3,-11,-14,-13,12,-12,-17,-36,-2,-4
Nc1nonc1-n1nnc(C(=O)N/N=C/c2cccnc2)c1-c1cccs1,-2,-6,6,0,11,14,-15,8,4,-2,0
O=C(O)c1cccnc1SCc1cccc(Cl)c1,-9,1,-2,-7,-12,-13,-1,-9,15,-12,-2
O=C(c1ccc(-n2cnnn2)cc1)N1CCCCC1,-15,-1,-6,2,6,0,-6,0,20,-14,-3
CCC(=O)N1CCC1(C)C(=O)Nc1nccs1 (stereo unspecified),7,4,x,x,-17,-4,8,1,-13,-35,16
CN1CCN(C(c2cccc(C(F)(F)F)c2)c2nnnn2Cc2ccccc2)CC1 (stereo unspecified),4,1,1,-1,-8,4,14,12,-4,2,6
COC(=O)c1ccc2nc(-c3ccc(Cl)cc3)c(Cc3ccsc3)n2c1,x,-6,x,x,-41,-31,6,-13,x,-9,-29
Cc1sc2ncnc(SCC(=O)c3ccc(O)cc3O)c2c1C,-11,-6,-4,6,16,-2,-3,2,-1,-20,-15
COc1cc2c(cc1NC(=S)Nc1ccccc1C)oc1ccccc12,-14,-7,-1,-12,-18,-9,6,-22,-38,-7,-26
O=C(NCC1CCCO1)/C(=C\c1ccc(Cl)cc1)NC(=O)c1ccccc1 (stereo unspecified),-4,-5,-2,0,12,8,-1,4,0,11,-2
N/C(=N\N=C\c1cccs1)SC1CC(=O)N(c2cccc([N+](=O)[O-])c2)C1=O (stereo unspecified),-17,8,-9,-11,-5,-5,-4,4,14,-9,-5

# Screens (PubChem)

# The list is partial. The share of hits here may be higher or lower than overall.
